Pf Dd2 growth: blocks growth of Plasmodium falciparum Dd2 parasites; P. falciparum Dd2 growth, SYBR Green, 72 h; hits give low values; activity change, % at 10 µM; 94,000 tested, 2.3% active; in the data active = activity change below about -80%; inconclusive = no clear call, values can overlap the other calls
C diff HTS: inhibitors of Clostridium difficile growth | 86,000 tested, 0.25% active | growth activity, negative = inhibition, % at 16 µg/mL (by protocol) | Clostridium difficile clinical isolate growth, OD600, 24 h; hits give low values;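 active = mean growth activity at or below -80% and every replicate also at or below -80%; inconclusive = mean at or below -80% but some replicate above -80%; inactive = mean growth activity above -80%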;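 note: 0% = DMSO wells and -100% = levofloxacin 16 µg/mL wells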
GASC1 inh: KDM4C (human) demethylase inhibition; Q9H3R0; GST-KDM4C 2-372, H3K9me3 peptide, LANCE TR-FRET; inhibition, % at 12.5 µM; 96,000 tested, 0.15% active;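 active = mean replicate inhibition above about 25%, with at least 55% of replicates also reaching it, limit read from the data, passing the limit was not always enough; inconclusive = only one of those two conditions met; inactive = neither condition met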
Target sequence (Q9H3R0 2-372 limits assumed): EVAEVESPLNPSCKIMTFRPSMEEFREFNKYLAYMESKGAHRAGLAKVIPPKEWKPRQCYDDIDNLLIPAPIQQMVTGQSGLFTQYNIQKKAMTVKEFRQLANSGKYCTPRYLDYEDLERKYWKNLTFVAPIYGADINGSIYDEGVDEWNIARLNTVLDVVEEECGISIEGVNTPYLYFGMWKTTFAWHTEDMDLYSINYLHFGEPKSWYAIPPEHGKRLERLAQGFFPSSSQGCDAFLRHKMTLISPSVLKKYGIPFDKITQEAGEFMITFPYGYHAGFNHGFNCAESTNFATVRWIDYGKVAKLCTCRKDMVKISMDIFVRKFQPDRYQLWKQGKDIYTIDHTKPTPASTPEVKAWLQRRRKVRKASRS
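reagent = H3K9me3 peptide substrate, Fe(II), 2-oxoglutarate | system = GST-tagged GASC-1 (JMJD2C) catalytic fragment, aa 2-372 | amount = enzyme final amount 10 nM | read-out = Fall in 671/618 emission ratio as inhibition | medium = HEPES buffer, pH 7.5, plus ascorbate | schedule = 30 min reaction, 60 min detection, RT | measured by = LANCE TR-FRET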
Tcruzi prolif: blocks T. cruzi growth in NIH3T3 culture; T. cruzi beta-gal in NIH3T3, GalScreen luminescence, 90 h; inhibition, % at 8.34 µM; 77,000 tested, 5.9% active;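 active = mean inhibition above about 93%, with at least 55% of replicates each passing it, limit read from the data, passing the limit was not always enough; inconclusive = only one of those two conditions holds; inactive = neither condition holds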
* hit, by the source's call; ? = inconclusive; . = no result given; & = joins results of further samples.

Assay codes: A = Pf Dd2 growth; B = C diff HTS; C = GASC1 inh; D = Tcruzi prolif
#1 CN(C)C(=O)c1cccc(-c2ccc3n(c2=O)C[C@H]2[C@H](CO)[C@@H](C(=O)NCC(F)(F)F)[C@@H]3N2C)c1
  A = . | B = 0 | C = -1.2 | D = 36
#2 CCCNC(=O)N[C@H]1CC[C@H](CC(=O)N2CCN(C)CC2)O[C@@H]1CO
  A = 7 | B = . | C = 0.9 | D = 18
#3 CNC[C@H]1OCCCC[C@H](C)Oc2ccc(NC(=O)NC(C)C)cc2C(=O)N([C@@H](C)CO)C[C@@H]1C
  A = -28 | B = -3 | C = -0.3 | D = 26
#4 Cc1ccc(S(=O)(=O)Nc2cccc3c2O[C@@H](CN(C)CC2CCCCC2)[C@@H](C)CN([C@H](C)CO)C3=O)cc1
  A = -8 | B = 10 | C = -0.6 | D = -128
#5 O=C(C[C@@H]1C=C[C@@H](NC(=O)c2ccccn2)[C@@H](CO)O1)NCc1cccc(F)c1
  A = 15 | B = 4 | C = -3.0 | D = -22
#6 O=C(Nc1ccc2c(c1)[C@@H]1C[C@H](CC(=O)N3CCc4ccccc4C3)O[C@@H](CO)[C@@H]1O2)NC1CCCC1
  A = -24 | B = -29 | C = -5.1 | D = .
#7 COc1cccc(S(=O)(=O)N2C[C@H](O)COC[C@H]3O[C@H](CC(=O)N4CCOCC4)CC[C@@H]32)c1
  A = 1 | B = . | C = 0.9 | D = 74
#8 Cc1ccc(S(=O)(=O)N(C)C[C@@H]2OCCCC[C@@H](C)Oc3ccc(NS(=O)(=O)c4c(C)noc4C)cc3C(=O)N([C@@H](C)CO)C[C@H]2C)cc1
  A = -38 | B = 2 | C = 7.3 | D = 53
#9 COc1ccc(S(=O)(=O)N2CCCCN3[C@H](C2)[C@H](c2ccc(C4=CCCCC4)cc2)[C@@H]3CO)cc1
  A = -10 | B = 2 | C = . | D = 117*
#10 C[C@@H]1CN([C@H](C)CO)C(=O)c2cc(NS(=O)(=O)c3ccc(Cl)cc3)ccc2O[C@H]1CN(C)Cc1ccc2c(c1)OCO2
  A = 3 | B = -3 | C = -1.2 | D = 54
#11 CCC(=O)N1CC[C@H]2[C@@H]1c1cc(-c3ccc(F)cc3)ccc1N(C)[C@H]2CO
  A = -75 | B = 2 | C = -1.1 | D = ?
#12 CCCNC(=O)C[C@H]1CC[C@@H]2[C@H](COC[C@@H](O)CN2C(=O)c2ccccn2)O1
  A = 14 | B = . | C = -0.5 | D = -31
#13 C[C@H](CO)N1C[C@H](C)[C@H](CN(C)C(=O)Nc2ccc(C(F)(F)F)cc2)Oc2ccc(NC(=O)Nc3ccccc3)cc2CC1=O
  A = 30 | B = -10 | C = -1.8 | D = 29
#14 CC(C)NC(=O)Nc1ccc2c(c1)CC(=O)N([C@H](C)CO)C[C@@H](C)[C@H](CN(C)S(=O)(=O)c1ccc(F)cc1)O2
  A = 3 | B = -4 | C = -0.7 | D = 20
#15 COc1ccccc1C#Cc1ccc2c(c1)O[C@H](CN(C)C)[C@H](C)CN([C@H](C)CO)S2(=O)=O
  A = -61 | B = -3 | C = -2.9 | D = .
#16 Cc1ccc(S(=O)(=O)N(C)C[C@H]2Oc3cc(-c4cccc(F)c4)ccc3S(=O)(=O)N([C@H](C)CO)C[C@H]2C)cc1
  A = -7 | B = 8 | C = -0.5 | D = 121*
#17 C[C@@H]1CCCCO[C@@H](CN(C)CC2CCCCC2)[C@H](C)CN([C@H](C)CO)C(=O)c2cc(NC(=O)Cc3ccccc3)ccc2O1
  A = -67 | B = 31 | C = -0.1 | D = 82
#18 COc1cccc(-c2cnc3c(c2)C(=O)N([C@H](C)CO)C[C@H](C)[C@H](CN(C)C(=O)NC2CCCCC2)O3)c1
  A = -22 | B = 1 | C = 1.0 | D = 16
#19 O=C(Nc1ccc(F)cc1)N[C@@H]1C=C[C@@H](CC(=O)N2CCOCC2)O[C@@H]1CO
  A = -4 | B = . | C = 0.4 | D = 12
#20 C[C@@H]1CCCCO[C@@H](CN(C)C(=O)c2ccccc2)[C@@H](C)CN([C@@H](C)CO)C(=O)c2cc(NC(=O)Nc3cccc4ccccc34)ccc2O1
  A = -14 | B = -3 | C = 4.1 | D = 22
#21 C[C@@H]1CN([C@@H](C)CO)S(=O)(=O)c2ccc(C#C[C@@H](C)O)cc2O[C@H]1CN(C)Cc1ccncc1
  A = -47 | B = 2 | C = 4.0 | D = 102*
#22 CC(C)NC(=O)N1CC2(C1)[C@H](c1ccccc1)[C@@H](CO)N2CCC(F)(F)F
  A = 1 | B = -6 | C = -1.1 | D = .
#23 OC[C@@H]1[C@@H](c2ccc(/C=C/c3ccccc3)cc2)[C@H]2CN(Cc3ccncc3)CCCCN12
  A = -61 | B = 1 | C = 4.0 | D = 97*
#24 N#C[C@H]1[C@@H](c2ccccc2C2=CCCCC2)[C@@H](CO)N1C(=O)NC1CCCC1
  A = 8 | B = -13 | C = -1.0 | D = .
#25 COc1ccc(-c2ccc(C3[C@H]4CNC[C@@H]3N4S(=O)(=O)c3cccc(Cl)c3)cc2)cc1 (stereo partly drawn)
  A = -4&-56 | B = 37&51 | C = 0.0 | D = .
#26 CC(C)CC#Cc1ccc2c(c1)O[C@H](CN(C)C(=O)Cc1cccnc1)[C@H](C)CN([C@H](C)CO)S2(=O)=O
  A = 12 | B = 4 | C = 1.8 | D = .
#27 O=C(C[C@@H]1CC[C@@H]2[C@H](COC[C@@H](O)CN2Cc2cc(F)cc(F)c2)O1)Nc1nccs1
  A = -38 | B = -5&-9 | C = 1.4 | D = 87
#28 O=C(C[C@@H]1C[C@H]2c3cc(NC(=O)c4ccc5c(c4)OCO5)ccc3O[C@H]2[C@H](CO)O1)NCCN1CCCCC1
  A = -3 | B = -7 | C = 2.1 | D = -70
#29 C[C@H](CO)N1C[C@H](C)[C@@H](CN(C)S(=O)(=O)c2cn(C)cn2)Oc2ccc(NC(=O)C3CC3)cc2C1=O
  A = 55 | B = . | C = 1.2 | D = -13
#30 C[C@@H]1CN([C@H](C)CO)C(=O)Cc2cc(NC(=O)CCCCCC(=O)Nc3ccccc3N)ccc2O[C@@H]1CN(C)Cc1ccc2c(c1)OCO2
  A = -42 | B = -3 | C = -0.9 | D = 87

(31) C[C@@H]1CN([C@@H](C)CO)C(=O)c2cc(NC(=O)CCC(F)(F)F)ccc2O[C@@H](C)CCCCO[C@H]1CN(C)S(=O)(=O)c1ccc(Cl)cc1
(32) CO[C@@H]1CN(C)C(=O)c2cc(NC(=O)c3ccc4c(c3)OCO4)ccc2OC[C@@H](C)N(CCC(F)(F)F)C[C@H]1C
(33) COc1ccccc1NC(=O)N[C@H]1CC[C@H](CCNS(=O)(=O)c2ccc(Cl)cc2)O[C@H]1CO
(34) Cc1cccc(-c2ccc([C@@H]3[C@@H](CO)N4CCCCN(S(=O)(=O)c5cccc(C)c5)C[C@@H]34)cc2)c1
(35) CCNC(=O)Nc1ccc2c(c1)C(=O)N(C)[C@@H]1CC[C@@H](CC(=O)N[C@H](C)c3ccccc3)O[C@H]1CO2
(36) COc1ccc(NC(=O)N(C)C[C@@H]2Oc3c(NC(=O)Nc4ccc(F)cc4)cccc3C(=O)N([C@H](C)CO)C[C@@H]2C)cc1
(37) O=C(Nc1ccc(F)cc1)N1CC(=O)N2[C@H](CO)[C@H](c3ccc(-c4ccc(F)cc4)cc3)[C@H]2C1
(38) C[C@@H]1CN([C@H](C)CO)C(=O)c2cc(NC(=O)NC3CCCCC3)ccc2O[C@@H](C)CCCCO[C@@H]1CN(C)C(=O)C1CCCCC1
(39) COc1ccc(CN2CC3(C2)CN(C(=O)CN(C)C)[C@H](CO)c2[nH]c4cc(OC)ccc4c23)cc1
(40) CCNC(=O)C[C@H]1C=C[C@H](NS(=O)(=O)c2ccc(F)cc2)[C@@H](CO)O1

Assay by compound	31	32	33	34	35	36	37	38	39	40
Pf Dd2 growth	-76	-28	-6	-41	.	16	13	-70	-88*	13
C diff HTS	-8	.	-5	-9	1	-2	0	5	6	.
GASC1 inh	0.0	0.6	8.0	-0.5	-0.3	-0.4	7.4	0.2	-0.6	0.5
Tcruzi prolif	17	.	31	89	42	32	.	-17	.	-24

(41) C[C@@H]1CN([C@@H](C)CO)C(=O)c2cc(-c3ccncc3)cnc2O[C@H]1CN(C)C(=O)C1CCOCC1
(42) C[C@@H]1CN([C@@H](C)CO)C(=O)c2cccc(NC(=O)C3CCCCC3)c2O[C@H]1CN(C)Cc1ccccc1
(43) O=C(C[C@@H]1CC[C@H]2[C@@H](COC[C@H](O)CN2Cc2ccc(Cl)cc2)O1)NCc1ccccc1Cl
(44) C[C@H](CO)N1C[C@H](C)[C@@H](CN(C)Cc2ccccc2)Oc2c(NC(=O)NC3CCCCC3)cccc2C1=O
(45) CCCC#Cc1ccc2c(c1)O[C@@H](CN(C)S(=O)(=O)c1cccc(OC)c1)[C@@H](C)CN([C@H](C)CO)S2(=O)=O
(46) COCCN(C[C@@H]1N[C@@H](CO)[C@H]1c1ccc(-c2ccccc2)cc1)C(C)=O
(47) C[C@H]1CCCCO[C@H](CN(C)Cc2ccc(Cl)c(Cl)c2)[C@@H](C)CN([C@@H](C)CO)C(=O)c2cc(NS(=O)(=O)c3ccc(F)cc3)ccc2O1
(48) CCCN1C[C@@H](C)[C@@H](OC)CN(C)C(=O)c2ccc(NC(=O)Nc3ccccc3F)cc2OC[C@H]1C
(49) COc1ccccc1CNC(=O)C[C@H]1CC[C@@H](NC(=O)CN(C)C)[C@@H](CO)O1
(50) OC[C@H]1[C@H](c2ccc(-c3cccc(F)c3)cc2)[C@H]2CN(Cc3cncnc3)CCCCN21

Assay by compound	41	42	43	44	45	46	47	48	49	50
Pf Dd2 growth	21	-56	-9	-20	-63	6	-3	-30	10	-22
C diff HTS	5	2	-12	-17	.	-13	20	.	-2	-3
GASC1 inh	0.7	2.5	0.1	.	7.0	0.2	-0.2	0.5	1.1	0.8
Tcruzi prolif	-10	81	58	-4	.	54	.	0	12	94*

(51) C[C@H](CO)N1C[C@H](C)[C@H](CN(C)Cc2ccc(-c3ccccc3)cc2)Oc2ccc(NC(=O)Nc3ccccc3)cc2C1=O
(52) CO[C@H]1CN(C)C(=O)c2ccc(NC(=O)C3CCC3)cc2OC[C@@H](C)N(Cc2ccccn2)C[C@H]1C
(53) C[C@@H]1CN([C@@H](C)CO)C(=O)c2c(c3ccccc3n2C)-c2ccccc2CO[C@H]1CN(C)Cc1ccccc1C(F)(F)F
(54) CCOC(=O)N(C)C[C@H]1OCc2cn(nn2)CCCC(=O)N([C@@H](C)CO)C[C@H]1C

Assay by compound	51	52	53	54
Pf Dd2 growth	45	-11	-17	3
C diff HTS	14	.	50	3
GASC1 inh	-0.1	1.0	-0.7	-0.9
Tcruzi prolif	19	6	.	-5

Among those listed so far, ten have an aryl methoxy group.
(7) COc1cccc(S(=O)(=O)N2C[C@H](O)COC[C@H]3O[C@H](CC(=O)N4CCOCC4)CC[C@@H]32)c1
(9) COc1ccc(S(=O)(=O)N2CCCCN3[C@H](C2)[C@H](c2ccc(C4=CCCCC4)cc2)[C@@H]3CO)cc1
(15) COc1ccccc1C#Cc1ccc2c(c1)O[C@H](CN(C)C)[C@H](C)CN([C@H](C)CO)S2(=O)=O
(18) COc1cccc(-c2cnc3c(c2)C(=O)N([C@H](C)CO)C[C@H](C)[C@H](CN(C)C(=O)NC2CCCCC2)O3)c1
(25) COc1ccc(-c2ccc(C3[C@H]4CNC[C@@H]3N4S(=O)(=O)c3cccc(Cl)c3)cc2)cc1 (stereo partly drawn)
(33) COc1ccccc1NC(=O)N[C@H]1CC[C@H](CCNS(=O)(=O)c2ccc(Cl)cc2)O[C@H]1CO
(36) COc1ccc(NC(=O)N(C)C[C@@H]2Oc3c(NC(=O)Nc4ccc(F)cc4)cccc3C(=O)N([C@H](C)CO)C[C@@H]2C)cc1
(39) COc1ccc(CN2CC3(C2)CN(C(=O)CN(C)C)[C@H](CO)c2[nH]c4cc(OC)ccc4c23)cc1
(45) CCCC#Cc1ccc2c(c1)O[C@@H](CN(C)S(=O)(=O)c1cccc(OC)c1)[C@@H](C)CN([C@H](C)CO)S2(=O)=O
(49) COc1ccccc1CNC(=O)C[C@H]1CC[C@@H](NC(=O)CN(C)C)[C@@H](CO)O1

Assay by compound	7	9	15	18	25	33	36	39	45	49
Pf Dd2 growth	1	-10	-61	-22	-4&-56	-6	16	-88*	-63	10
C diff HTS	.	2	-3	1	37&51	-5	-2	6	.	-2
GASC1 inh	0.9	.	-2.9	1.0	0.0	8.0	-0.4	-0.6	7.0	1.1
Tcruzi prolif	74	117*	.	16	.	31	32	.	.	12

Screens deposited in PubChem BioAssay by Broad Institute.
